Bioassay records (PubChem BioAssay)
ST2 IL33 inh – inhibitors of human ST2 (IL1RL1) binding to IL-33; AlphaLISA ST2-Fc/biotin-IL-33 interaction, 1 h; inhibition, % for hits at 17 µM; actives 2.3% (n = 78,000); AID 1259354; in the data active = inhibition above about 30%; inconclusive = mostly about 10% to 28%
Target sequence (Q01638 whole entry, looked up): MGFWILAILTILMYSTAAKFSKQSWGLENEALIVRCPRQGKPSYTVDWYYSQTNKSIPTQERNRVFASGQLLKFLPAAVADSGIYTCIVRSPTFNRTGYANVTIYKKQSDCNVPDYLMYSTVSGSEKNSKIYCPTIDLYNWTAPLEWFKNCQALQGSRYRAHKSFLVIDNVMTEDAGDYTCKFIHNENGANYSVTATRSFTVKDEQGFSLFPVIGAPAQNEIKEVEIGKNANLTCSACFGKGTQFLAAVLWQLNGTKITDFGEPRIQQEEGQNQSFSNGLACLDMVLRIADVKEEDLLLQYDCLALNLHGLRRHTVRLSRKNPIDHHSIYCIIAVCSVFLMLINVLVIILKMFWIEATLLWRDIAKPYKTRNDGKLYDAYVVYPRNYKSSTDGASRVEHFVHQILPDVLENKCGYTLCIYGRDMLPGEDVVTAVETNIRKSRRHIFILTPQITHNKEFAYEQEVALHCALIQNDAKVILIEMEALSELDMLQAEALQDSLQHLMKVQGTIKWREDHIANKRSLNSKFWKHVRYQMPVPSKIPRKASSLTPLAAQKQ
The depositor's hits bear a star. A portion of the library (hit frequency here may not be typical).

Cc1noc(C)c1COC1CN(CC(C)C)C(=O)CN(C2CCN(C(C)C)CC2)C1 (stereo unspecified) was read as ST2 IL33 inh inactive.
O=C(O)c1cc(N=Cc2ccc(Br)c([N+](=O)[O-])c2)ccc1O was read as ST2 IL33 inh inconclusive.
`CCOC(=O)C1=C(CS(=O)(=O)c2ccc(C(C)(C)C)cc2)NC(=O)NC1c1ccccc1` (stereo unspecified) gave ST2 IL33 inh inactive.
For Cc1ccc(-c2nc3ccccn3c2Nc2ccc3c(c2)OCO3)o1 the results were ST2 IL33 inh inconclusive.
For NC(=O)c1ccnc(N2CCN(Cc3ccc(Cl)c(Cl)c3)CC2)c1 the results were ST2 IL33 inh inactive.
Screening O[C@@H]1C[C@@H](c2nc(C3CC3)no2)N(Cc2ccc(OC(F)(F)F)cc2)C1 returned ST2 IL33 inh inactive.
For COc1ccc(NS(=O)(=O)c2ccc(NC(=O)c3ccccc3)cc2)nn1 the results were ST2 IL33 inh inactive.
For CC(=O)Nc1ccc(CN2CCC(n3nc(C)cc3C)C2)cc1 (stereo unspecified) the results were ST2 IL33 inh inconclusive.
Screening Cc1ccc(C(=O)N2CCN(c3ccccc3[N+](=O)[O-])CC2)cc1 returned ST2 IL33 inh inconclusive.
For CCN(CC)C(=O)c1sc2[nH]c(=O)n(-c3ccc(C)c(C)c3)c(=O)c2c1C the results were ST2 IL33 inh inactive.
Cc1nn2c3c(sc2nc1=O)C(=O)N(c1ccc(F)c(Cl)c1)C3=O was read as ST2 IL33 inh inactive.
Screening O=C(NCC1CCCO1)c1ccc2c(c1)N(Cc1ccc(F)cc1Cl)C(=O)CS2 (stereo unspecified) returned ST2 IL33 inh inconclusive.
Cc1ccc2nc(SCC(=O)N(C)c3ccccc3)[nH]c2c1 was read as ST2 IL33 inh inactive.
`COc1ccc2nc3oc(C(=O)N4CCCCC4)cc3cc2c1` gave ST2 IL33 inh inactive.
Cc1nnc(Nc2cccc(C(F)(F)F)c2)[nH]c1=O was read as ST2 IL33 inh inactive.
CCOC(=O)C1=NN(c2ccccc2)C2C(=O)N(c3ccc(C)cc3)C(=O)C12 (stereo unspecified) was read as ST2 IL33 inh inactive.
C/C(=C\CCC1(C)C2CC3C(C2)C31C)C(=O)O (stereo unspecified) was read as ST2 IL33 inh inconclusive.
Screening Cc1ccc(CC(CC(=O)O)C(=O)NC2CCCCC2)cc1 (stereo unspecified) returned ST2 IL33 inh inactive.
Screening CCN(CC)c1ccc2c(c1)oc1nc(=N)c(C#N)c3[nH]c(N)c(C#N)c2c13 returned ST2 IL33 inh inconclusive.
Screening CCOC(=O)C1CCN(S(=O)(=O)c2ccc3c(c2)CCC(=O)N3)CC1 returned ST2 IL33 inh inactive.
Screening COC(=O)c1cc2n(n1)CCCN(C(=O)c1cc(C)[nH]c(=O)c1)C2 returned ST2 IL33 inh inactive.
For COc1ccc(CNC(=O)C2CCCN2c2nnc(N3CCCC3=O)s2)c(OC)c1 (stereo unspecified) the results were ST2 IL33 inh inactive.
O=C(Nc1ccc(F)c(F)c1)C(Cc1ccccc1)NS(=O)(=O)c1cccs1 (stereo unspecified) was read as ST2 IL33 inh inconclusive.
`CC#CC(=O)N1CCC(CCC(=O)Nc2cccc(C)c2)CC1` gave ST2 IL33 inh inconclusive.
Screening COc1ccccc1C1=NN(C(=O)CCC(=O)O)C(c2ccccc2Cl)C1 (stereo unspecified) returned ST2 IL33 inh inconclusive.
`O=C(c1ccc([N+](=O)[O-])cc1Cl)N(Cc1ccccc1)Cc1ccccc1` gave ST2 IL33 inh 38.0%*.
`CC1CCCCN1C(=O)c1oc(=O)c2ccccc2c1-c1ccccc1` (stereo unspecified) gave ST2 IL33 inh inactive.
COc1ccc2nc(NC3=NC(c4ccccc4)CC(=O)N3)nc(C)c2c1 (stereo unspecified) was read as ST2 IL33 inh inactive.
CC(C)(Cc1ccc(F)cc1)NC(=O)c1cn2c(n1)CNCC2 was read as ST2 IL33 inh inactive.
Screening CC1=C[C@@H](CC#N)[C@H](C(C)C)C[C@H]1CC(=O)NCc1ccccc1 returned ST2 IL33 inh inactive.
For Cc1ccc(/C=C2/SC(N3CC(C)OC(C)C3)=NC2=O)o1 (stereo unspecified) the results were ST2 IL33 inh inactive.
Screening O=C(Nc1ccccc1)Oc1ccc(F)cc1 returned ST2 IL33 inh inconclusive.
CNCC(=O)N[C@H]1CCC[C@H]1Cc1ccc(F)cc1 was read as ST2 IL33 inh inconclusive.
`CN(C)CCN1C(=O)C(=O)C(=C(O)c2ccc(F)cc2)C1c1cccs1` (stereo unspecified) gave ST2 IL33 inh inactive.
For Cc1cc(NC(=O)CN(C)C)c2ccccc2n1 the results were ST2 IL33 inh inactive.
For CC(CC(=O)N1CCC(Cc2ccccc2)CC1)c1ccccc1 (stereo unspecified) the results were ST2 IL33 inh inactive.
For Cc1ccsc1CN1CCN(c2ccc(Cl)cc2)CC1 the results were ST2 IL33 inh inconclusive.
Cc1c(C(=O)NC2CCC(n3cnnc3)CC2)cnn1-c1ccccn1 (stereo unspecified) was read as ST2 IL33 inh inconclusive.
Screening COc1ccc2nc(N3CCCC(C(=O)NCc4ccco4)C3)sc2c1 (stereo unspecified) returned ST2 IL33 inh inactive.
COCc1nc2cc(NC(=O)Cc3ccccc3)cc(C(=O)NCC3OCCc4ccccc43)c2n1C (stereo unspecified) was read as ST2 IL33 inh inactive.
Cc1nnc(SCCn2c(N(C)Cc3ccccc3)nc3c2c(=O)[nH]c(=O)n3C)s1 was read as ST2 IL33 inh inactive.
For O=c1[nH]c(=O)n([C@H]2C[C@H](O)[C@@H](CO)O2)cc1Br the results were ST2 IL33 inh inactive.
O=C(CCS(=O)(=O)c1cccc2nsnc12)N1CCCCCC1 was read as ST2 IL33 inh inactive.
`O=S(=O)(N1CCCC1)N1CCN(c2cc(C3CCNCC3)ncn2)CC1` gave ST2 IL33 inh inactive.
For COc1ccc(CNc2ncnc3c2cnn3-c2ccc(Cl)cc2)cc1 the results were ST2 IL33 inh inconclusive.
For CC1CCCCN1S(=O)(=O)c1cccc2cccnc12 (stereo unspecified) the results were ST2 IL33 inh inactive.
`O=C(c1cccn2c(=O)c3cc4ccccc4cc3nc12)N1CCOCC1` gave ST2 IL33 inh inconclusive.
Screening O=C(Nc1nc(-c2ccc(Cl)c(Cl)c2)cs1)c1cc(=O)c2ccccc2o1 returned ST2 IL33 inh inconclusive.

Among those listed so far, 2 have bromine.
O=C(O)c1cc(N=Cc2ccc(Br)c([N+](=O)[O-])c2)ccc1O was read as ST2 IL33 inh inconclusive.
For O=c1[nH]c(=O)n([C@H]2C[C@H](O)[C@@H](CO)O2)cc1Br the results were ST2 IL33 inh inactive.

Next section
`CN(Cc1ccc(C(F)(F)F)cc1)C1CCN(c2cccc(NC(=O)c3ccncc3)c2)CC1` gave ST2 IL33 inh inconclusive.
Screening CC(C)(C)C(=O)Cn1c(=O)n(-c2ccc(F)cc2F)c(=O)c2sccc21 returned ST2 IL33 inh inactive.
For O=C(c1ccccc1)c1cccc(NC(=O)c2ccco2)c1 the results were ST2 IL33 inh inactive.
`O=C1c2ccccc2C(=O)C1(c1ccccc1)[N+](=O)[O-]` gave ST2 IL33 inh inactive.
CCc1ccc(C(Nc2ccccn2)c2ccc3cccnc3c2O)cc1 (stereo unspecified) was read as ST2 IL33 inh inconclusive.
Cc1ccsc1CN1CCC(C(=O)NCc2ccccc2Cl)CC1 was read as ST2 IL33 inh inactive.
`COc1ccc(CN2CCCN(C)CC2)c(C)c1C` gave ST2 IL33 inh inactive.
Screening COc1ccc(-n2ncc3c(Nc4ccccc4OC)ncnc32)cc1 returned ST2 IL33 inh inactive.
Screening CCN(Cc1ncccc1C(=O)O)C(C)C returned ST2 IL33 inh inconclusive.
For COc1cc2c(cc1OC)-c1cc(=Nc3c(C)cc(C)cc3C)n(C)c(=O)n1CC2 the results were ST2 IL33 inh inconclusive.
Screening CC1C2(C)OC(=N)C(C#N)(C(c3cccnc3)O2)C1(C#N)C#N (stereo unspecified) returned ST2 IL33 inh inactive.
`CC(=O)C1=C(O)C(=O)N(CCN2CCOCC2)C1c1ccc(Cl)cc1Cl` (stereo unspecified) gave ST2 IL33 inh inactive.

Structures from the list above containing a thiophene ring, fused or not:
For CCN(CC)C(=O)c1sc2[nH]c(=O)n(-c3ccc(C)c(C)c3)c(=O)c2c1C the results were ST2 IL33 inh inactive.
O=C(Nc1ccc(F)c(F)c1)C(Cc1ccccc1)NS(=O)(=O)c1cccs1 (stereo unspecified) was read as ST2 IL33 inh inconclusive.
`CN(C)CCN1C(=O)C(=O)C(=C(O)c2ccc(F)cc2)C1c1cccs1` (stereo unspecified) gave ST2 IL33 inh inactive.
For Cc1ccsc1CN1CCN(c2ccc(Cl)cc2)CC1 the results were ST2 IL33 inh inconclusive.
Screening CC(C)(C)C(=O)Cn1c(=O)n(-c2ccc(F)cc2F)c(=O)c2sccc21 returned ST2 IL33 inh inactive.
Cc1ccsc1CN1CCC(C(=O)NCc2ccccc2Cl)CC1 was read as ST2 IL33 inh inactive.

Further structures follow.
`CN(Cc1cnn(-c2ccc(F)cc2)c1)Cc1nc(-c2cnccn2)no1` gave ST2 IL33 inh inactive.
Screening COc1ccc2cc3cc(C(=O)NCCCOC(C)C)oc3nc2c1 returned ST2 IL33 inh inactive.
Cc1ccsc1[C@@H]1CCN(C(=O)c2ccc(C#CC(C)(C)O)o2)C[C@H]1O was read as ST2 IL33 inh inactive.
For CC(C)N(C(=O)c1ccc(C(=O)NC(C)(C)C)cc1)C(C)C the results were ST2 IL33 inh inactive.
`Nc1ccc(-c2nc3ccc(N)cc3[nH]2)cc1` gave ST2 IL33 inh inactive.
`O=C(c1cccc(F)c1)N1CCOCC1` gave ST2 IL33 inh inactive.
Cc1cccc2oc(-c3cc(N=Cc4cccc([N+](=O)[O-])c4)ccc3O)nc12 was read as ST2 IL33 inh inconclusive.
`O=C(O)c1ccccc1SC1CC(=O)N(c2cccc(C(F)(F)F)c2)C1=O` (stereo unspecified) gave ST2 IL33 inh inactive.
CCCS(=O)(=O)N1CCC(C(=O)NCCCN2CCC(C)CC2)CC1 was read as ST2 IL33 inh inactive.
For O=C(NCc1ccc2c(c1)OCO2)c1cc(Cl)ccc1Cl the results were ST2 IL33 inh inactive.
Screening CC(C)CNC(=O)c1noc2c1CCc1ccccc1-2 returned ST2 IL33 inh inactive.
Screening CSc1ncc(CN2CCN(Cc3ccccc3C)C(CCO)C2)cn1 (stereo unspecified) returned ST2 IL33 inh inconclusive.
COc1ccccc1OCC(=O)Nc1ncc(Cc2ccc(C)cc2)s1 was read as ST2 IL33 inh inactive.
CN1C[C@@H](NS(=O)(=O)c2ccc(C#N)cc2)C[C@H]1c1nc(-c2ccccc2)no1 was read as ST2 IL33 inh 51.0%*.
`O=C(c1ccc(F)cc1)c1c[nH]c2ccccc2c1=O` gave ST2 IL33 inh inconclusive.
For Cc1cccc2cc(C3CC(c4ccccc4)=NN3C(=O)CCC(=O)O)c(=O)[nH]c12 (stereo unspecified) the results were ST2 IL33 inh inactive.
For C=CCc1cccc(C)c1OCCCN1CCN(C)CC1 the results were ST2 IL33 inh inactive.
Screening Cc1cc2c(Nc3cccc(Cl)c3C)ncnc2s1 returned ST2 IL33 inh inactive.
`N#Cc1cccc(-c2ccnc(N[C@H]3CO[C@H]4[C@@H]3OC[C@@H]4NC(=O)c3ccccc3)n2)c1` gave ST2 IL33 inh inconclusive.
COCCNC(=S)N[C@H]1C[C@H]2C(=O)NC[C@@H](CCC(=O)N3CCN(c4ccccc4)CC3)N2C1 was read as ST2 IL33 inh inactive.
Screening CSc1ccc(-c2nc(CSCC(=O)NCc3cccs3)c(C)o2)cc1 returned ST2 IL33 inh inactive.
CC(=O)N1CCCc2cc(S(=O)(=O)N(Cc3ccco3)C3CCN(C)CC3)ccc21 was read as ST2 IL33 inh inactive.
Screening CC(C)c1ccccc1OCCNS(C)(=O)=O returned ST2 IL33 inh inactive.
`O=C(c1scc2c1CCCC2)N1CCCC(CNS(=O)(=O)c2cccs2)C1` (stereo unspecified) gave ST2 IL33 inh inactive.
CCC(C)N(Cc1cccnc1)C(=O)CCN(C)S(C)(=O)=O (stereo unspecified) was read as ST2 IL33 inh inactive.
O=C(CCS(=O)(=O)c1cccs1)Nc1ccc(C(=O)NC2CCCCC2)cc1 was read as ST2 IL33 inh inactive.
`CC(=NCc1ccco1)c1c(-c2ccccc2)[nH]n(-c2nc3ccccc3s2)c1=O` gave ST2 IL33 inh inactive.
Cc1cccc(=O)n1CCCn1cc(-c2ccc3c(c2)OCCO3)nn1 was read as ST2 IL33 inh inconclusive.
Screening Cc1ccc(C)c(C2C(C#N)=C(N)OC3=C2C(=O)CCC3)c1 (stereo unspecified) returned ST2 IL33 inh inactive.
For CCOC(=O)C1(CC2CC2)CCN(Cc2ccc(SC)cc2)CC1 the results were ST2 IL33 inh inactive.
For CC(C)(C)NS(=O)(=O)c1ccc2c(c1)C(=O)c1cc(S(=O)(=O)NC(C)(C)C)ccc1-2 the results were ST2 IL33 inh inactive.
`Cc1ccc(S(=O)(=O)c2nc(-c3ccccc3C)oc2N(C)C)cc1` gave ST2 IL33 inh inactive.
Cc1cccc(N2CCN(C(=O)c3ccc4c(c3)NC(=O)CS4)CC2C)c1 (stereo unspecified) was read as ST2 IL33 inh inactive.
For CCNC(=O)[C@H]1CC[C@@](C)(C(=O)NCCc2nc3c(C)cccc3[nH]2)C1(C)C the results were ST2 IL33 inh inconclusive.
Screening CC(C)c1ccc(/C=C/C(=O)Nc2cccc(NC(=O)c3ccco3)c2)cc1 returned ST2 IL33 inh inactive.
`CSc1nnc2c(n1)OC(c1ccc(Br)o1)Nc1ccc(Br)cc1-2` (stereo unspecified) gave ST2 IL33 inh inactive.
`CCN(CC)CCNC(=O)CN1C(=O)/C(=C\c2ccc(C(F)(F)F)cc2)Sc2ccccc21` gave ST2 IL33 inh 37.0%*.
